Source: PubChem BioAssay (several laboratories)
SMARCA2 activ: SMARCA2 function activation, primary screen. activation, % at 9.1 µM. MG213 cells, MMTV-luciferase reporter, dexamethasone, overnight. 370,000 compounds, 1% hits; in the data active = activation above about 7.8%;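 note: 0% = vehicle wells and 100% = reference activator wells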
NPR1 activator: GC-A (human) enzyme activation. P16066. 370,000 compounds, 0.14% hits. activation, % at 10 µM. AID 1671463. HEK293 GC-A cells, cGMP TR-FRET, EC30 ANP; 0% at EC30 ANP, 100% saturating ANP; in the data active = activation above about 40%
hcDAF12 agonist: activators of H. contortus DAF-12 nuclear receptor | activation, % at 6.8 µM | HEK293 hcDAF-12 lit1-tk-luc reporter, luminescence; 0% DMSO, 100% Δ7-dafachronic acid | 370,000 compounds, 1.4% hits;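 active = activation above the mean of all tested compounds plus 3 SD, cut at about 5.5% in these data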;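 note: 100% = response to 3 µM Δ7-dafachronic acid high control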
DAX1 inh-1: inhibits human nuclear receptor DAX1. 340,000 compounds, 0.99% hits. AID 504766. inhibition, % at 6.75 µM. HEK293 Gal4-DAX1 luciferase reporter, luminescence. P51843;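 active = inhibition above the mean over all tested compounds plus 3 SD, cut at about 4.2% in these data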;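 note: 0% = DAX1-transfected cells with DMSO and 100% = empty-vector control cells with DMSO; inhibition shows as a rise in luminescence from relieved DAX1 repression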
Target sequence (P51843 207-470 limits assumed): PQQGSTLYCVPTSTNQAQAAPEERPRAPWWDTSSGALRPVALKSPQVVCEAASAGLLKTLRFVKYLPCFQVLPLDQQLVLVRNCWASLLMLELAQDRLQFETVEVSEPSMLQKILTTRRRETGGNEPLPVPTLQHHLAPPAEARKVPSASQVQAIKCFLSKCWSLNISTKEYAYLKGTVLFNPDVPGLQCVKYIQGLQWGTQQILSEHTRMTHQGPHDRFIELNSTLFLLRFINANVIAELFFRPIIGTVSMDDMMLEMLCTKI
DAX1 inh-2: inhibitors of DAX1 repression of SF-1 activated StAR promoter. HEK293T StAR-luciferase reporter, SF-1/DAX-1 repression relief. inhibition, % at 6.8 µM. 370,000 compounds, 1.1% hits. AID 652010;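 active = inhibition above the mean over all tested compounds plus 3 SD, cut at about 3.6% in these data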;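 note: 0% = DAX-1 cells with DMSO and 100% = cells lacking DAX-1 with DMSO; higher inhibition means more luminescence from relief of DAX-1 repression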
GC-B act: GC-B (human) receptor activation; P20594; HEK293-GC-B cells, CNP EC30, cGMP TR-FRET; 0% at EC30 CNP, 100% saturating CNP; activation, % at 10 µM; 370,000 compounds, 0.11% hits; AID 1920062;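 active = activation at 10 µM reaching about 35% in either raw or pattern-adjusted values, limit read from the data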
hgDAF-12 ag: hgDAF-12 agonism, primary luciferase screen | HEK293 GAL4-hgDAF12 UAS-luciferase reporter, agonist luminescence; normalized to butyrate control | activation, % at 6.8 µM | 370,000 compounds, 1.8% hits;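 active = activation above a cutoff set at the mean of all screened compounds plus 3 SD, cut at about 10% in these data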;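 note: 0% = DMSO wells and 100% = sodium butyrate wells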
proKLK7 act: activators of human kallikrein-7 zymogen | P49862 | purified proKLK7, EDANS-DABCYL substrate fluorescence; 100% is mature enzyme control, 0% vehicle | activation, % at 7 µM | 370,000 compounds, 0.9% hits | AID 652039;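 active = activation above the mean of all tested compounds plus 3 SD, computed per campaign excluding outliers beyond control limits, cut at about 13% in these data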
Target sequence (P49862 whole entry, looked up): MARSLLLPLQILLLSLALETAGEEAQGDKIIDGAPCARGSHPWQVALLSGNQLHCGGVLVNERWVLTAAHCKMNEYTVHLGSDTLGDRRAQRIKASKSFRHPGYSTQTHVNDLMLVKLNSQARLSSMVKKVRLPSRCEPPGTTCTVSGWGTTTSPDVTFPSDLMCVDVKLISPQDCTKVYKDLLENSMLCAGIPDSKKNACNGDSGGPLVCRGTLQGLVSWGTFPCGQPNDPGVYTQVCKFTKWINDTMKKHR
ssDAF-12 act: S. stercoralis DAF-12 activation, primary screen; 370,000 compounds, 1% hits; HEK293 ssDAF-12/GRIP1 lit1-tk-luc reporter, luminescence; % of 3 µM dafachronic acid response; activation, % at 6.8 µM;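 active = activation above the mean over all tested compounds plus 3 SD, cut at about 0.9% in these data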;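 note: 0% = DMSO-only wells and 100% = 3 µM delta7-dafachronic acid wells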
GAA850 FXN act: activators of GAA850 frataxin (FXN) promoter; 360,000 compounds, 0.56% hits; HEK293 lucGAA850 FXN promoter luciferase reporter, 24 h; percent of 10 µM SAHA response; activation, % at 6 µM; AID 540364;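 active = activation above the average of all compounds screened plus 3 SD, cutoff fixed separately per campaign, cut at about 7.5% in these data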;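 note: 0% = DMSO wells and 100% = 10 µM SAHA wells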
sPLA2-III inh: Blocks human group III sPLA2 activity | QFRET BODIPY PC-A2 liposome hydrolysis, fluorescence | inhibition, % at 12.2 µM | 370,000 compounds, 0.56% hits | AID 743126;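 active = inhibition above mean plus 3 SD of compounds lying within the high and low control bounds, cut at about 19% in these data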;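 note: 0% = median of test compound wells and 100% = no enzyme DMSO wells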
Target sequence (Q9NZ20 whole entry, looked up): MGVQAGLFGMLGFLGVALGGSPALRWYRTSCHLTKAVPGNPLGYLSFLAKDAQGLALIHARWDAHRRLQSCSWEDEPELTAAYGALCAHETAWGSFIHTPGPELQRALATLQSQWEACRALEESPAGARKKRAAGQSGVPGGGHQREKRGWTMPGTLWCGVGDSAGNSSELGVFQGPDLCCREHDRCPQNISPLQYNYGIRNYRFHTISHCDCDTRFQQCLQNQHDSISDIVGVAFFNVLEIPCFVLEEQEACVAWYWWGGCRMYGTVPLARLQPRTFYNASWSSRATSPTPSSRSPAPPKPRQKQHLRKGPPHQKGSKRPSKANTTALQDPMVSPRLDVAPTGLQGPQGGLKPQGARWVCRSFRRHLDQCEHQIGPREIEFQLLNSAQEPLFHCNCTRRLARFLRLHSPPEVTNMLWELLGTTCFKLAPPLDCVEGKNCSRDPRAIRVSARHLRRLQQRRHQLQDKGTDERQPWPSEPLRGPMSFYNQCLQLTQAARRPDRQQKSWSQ
Numbers without * were called inactive; nt = not tested or not shown.

SMILES	SMARCA2 activ	NPR1 activator	hcDAF12 agonist	DAX1 inh-1	DAX1 inh-2	GC-B act	hgDAF-12 ag	proKLK7 act	ssDAF-12 act	GAA850 FXN act	sPLA2-III inh
O=S(=O)(Nc1ccc(-c2nc3cccnc3s2)cc1)c1ccc(Cl)s1	1	3	2.7	1.1	2.1	0	8.2	0.5	-0.7	1.9	-43
NC(=O)C1(N2CCCCC2)CCN(C(=O)CCCn2c(=O)[nH]c3ccsc3c2=O)CC1	-4	4	2.6	0.3	0.6	4	1.2	-0.6	0.1	0.5	-2
Cc1ccccc1CN1CCc2c(OCC(=O)N3CCCCC3)cccc2C1=O	-4	2	-2.3	0.2	-1.8	2	1.1	-0.8	-2.5	1.1	-9
COc1ccc2c(C(=O)CN(C)C3CCCCC3)c[nH]c2c1	0	-3	3.1	-0.5	0.0	0	0.3	0.0	-0.7	-3.9	-2
CCc1[nH]nc(C(=O)N2CCCC(C(=O)c3cccc(C(F)(F)F)c3)C2)c1C (configuration not stated)	-3	4	-1.9	-1.3	-0.9	-2	-4.1	0.5	-1.1	-0.9	-4
Cn1cc(S(=O)(=O)N2CCNCC2)cc1C(N)=O	-2	4	-0.8	0.4	-0.8	-1	0.8	-0.6	-1.4	0.5	7
C=CCN(c1ccccc1C(=O)NCC(=O)O)S(=O)(=O)c1ccccc1C	6	2	-1.3	1.6	0.3	-5	-0.3	0.3	-1.6	-2.1	-1
Cc1nc(CC(=O)c2ccc(O)cc2O)cs1	1	4	-0.6	0.4	1.0	4	1.3	-0.4	-1.3	2.6	-2
CO[C@@H]1[C@H](O)CC[C@]2(O)CN(c3ccc(F)cc3)[C@](C)([C@H](O)CC=C(C)C)[C@@H]12	-1	0	1.2	nt	-0.1	-3	1.0	0.3	-0.8	nt	6
COc1cc(/C=C(\C#N)c2nc3ccccc3[nH]2)cc(Br)c1OCc1ccc(F)cc1	3	1	1.2	1.8	0.0	-1	1.0	-0.6	-0.6	1.7	-3
O=C(COc1ccc2c(c1)oc(=O)c1ccccc12)NCC1CCC(C(=O)O)CC1 (configuration not stated)	2	-1	0.8	0.7	-0.9	-9	-1.4	-4.8	-0.6	-2.2	2
O=C(CCc1ccccc1-c1ccccc1CCNC(=O)COCc1ccccc1)NCc1ccccc1	-3	-12	-0.8	nt	-0.5	2	4.0	0.4	-1.3	nt	-18
O=C(CCN1C(=O)/C(=C/c2ccco2)SC1=S)Nc1ccc(C(=O)O)c(O)c1	-1	3	-1.8	0.9	-0.2	-2	1.2	0.5	-0.5	0.0	-23
CCCC(=O)c1ccc(N2CCCC2)c(F)c1	0	3	-1.2	2.4	0.4	-9	1.6	0.7	-0.1	3.9	-7
CCOC(=O)c1cnc2cc(C)nn2c1C	-1	0	-1.5	-0.2	-0.1	-8	-1.2	-0.5	-1.2	-1.6	0
COCCNC(=O)CN(C(=O)c1ccc(N2CCCC2)nc1)c1ccccc1	1	1	-1.8	0.3	-0.6	3	-1.2	-0.5	-1.9	-0.7	0
COC(=O)[C@H](CC(C)C)N(Cc1cn(Cc2ccccc2)nn1)S(=O)(=O)c1ccc(F)cc1Br	-6	0	-4.5	nt	-0.3	-2	-4.2	0.5	-1.8	nt	-7
CN(C)S(=O)(=O)Oc1ccc(C(=O)Nc2ccc([N+](=O)[O-])cc2)cc1	-3	-2	-3.2	-3.8	-1.6	1	-4.6	0.5	-2.1	0.9	-2
CCCCC(CC)COC(=O)C(C#N)=C(c1ccccc1)c1ccccc1 (configuration not stated)	-4	-5	-2.1	-0.1	-0.1	-6	-0.4	-0.3	-0.8	-2.3	-5
CCOc1ccccc1C1CC(=O)Nc2cc3c(cc21)OCO3 (configuration not stated)	-5	-9	-2.3	-2.7	-2.4	-12	-3.5	-0.1	-2.3	-4.3	-6
O=C(c1ccc(-n2c(SCc3cc(F)ccc3F)nc3ccccc3c2=O)cc1)N1CCOCC1	-1	4	-2.4	0.2	0.0	2	0.7	0.2	-1.3	-1.6	5
C=C(CCO)C1=CCN(S(=O)(=O)C(C)(C)C)[C@@H]1CCO	0	-3	-1.2	-0.9	1.4	-3	-1.8	0.7	-2.0	0.2	-4
CCC1CCCCN1S(=O)(=O)c1ccccc1 (configuration not stated)	-4	-6	-0.3	-0.4	0.2	-1	-0.8	-0.1	-1.2	1.4	-3
CCN1CCN(P2(=O)C=C(c3ccccc3)OC(c3ccccc3)=C2)CC1	1	-3	-0.2	-0.4	0.0	1	-0.5	-0.4	-1.3	6.3	-7
COc1ccc(/C=C(/NC(=O)c2ccco2)C(=O)N2CCOCC2)cc1	-1	2	-1.8	0.6	0.6	1	2.5	0.5	-1.1	-0.5	6
Cc1onc(-c2c(Cl)cccc2Cl)c1NC(=O)NNc1ccccn1	-1	1	0.7	0.0	0.1	0	-2.3	-0.3	-0.6	1.8	16
Cc1nc(NC(=O)CN2CC(C)OC(C)C2)sc1C(=O)N(C)C (configuration not stated)	-2	-1	-1.3	-0.2	-0.2	3	-3.1	0.1	-1.4	2.1	18
NC(=O)CC(NC(=O)c1ccc(Br)cc1)c1ccc(NCCc2ccc(F)cc2)c([N+](=O)[O-])c1 (configuration not stated)	1	-1	-1.5	0.2	-0.6	-4	-1.9	-0.4	-1.5	0.4	1
O=C1NC(=O)C(CC(=O)N(Cc2ccco2)C2(C(=O)NC3CCCCC3)CCCCC2)N1 (configuration not stated)	1	-2	-1.8	-0.1	0.3	4	1.2	-0.1	-1.2	-0.7	5
COc1ccc(C(=O)CC(=O)c2ccc(C)cc2)c(O)c1	1	6	-0.1	0.4	0.5	0	3.4	-0.4	-1.3	3.9	-12
CCOC(=O)[C@H]1[C@H]2COc3ccccc3[C@@H]2N2C(=O)c3cc(C)ccc3NC(=O)[C@@]12C	-1	-3	3.0	0.0	1.3	-2	1.1	0.0	-1.1	-6.1	-1
Cc1cc2ncn(C(=O)c3c(-c4ccccc4Cl)noc3C)c2cc1C	0	3	-1.5	-0.5	-0.2	-6	0.3	-0.2	-0.8	1.3	-5
C[C@@]12C(=O)Nc3ccccc3C(=O)N1[C@H]1c3cc(Cl)ccc3OC[C@@H]1[C@@H]2c1ccccc1	-2	-3	-1.5	0.0	-0.2	-6	0.0	0.0	-1.8	-11	7
Cc1nn(CCC#N)c(NC(=O)c2ccc(Cl)cc2)c1P(=O)(Nc1ccc([N+](=O)[O-])cc1)N1CCOCC1 (configuration not stated)	-2	2	1.2	0.5	0.1	-3	0.4	0.2	-0.4	3.9	-16
O=C(CN(c1cccc(C(F)(F)F)c1)S(=O)(=O)c1ccc(Cl)c([N+](=O)[O-])c1)NCc1ccc(F)cc1	-1	-20	-0.4	-0.3	-0.1	-5	1.1	-0.5	-0.8	-0.9	-2
CN(C)C(=O)c1ccc2c(c1)C1C3CCC(C3)C1C(c1ccccc1)N2 (configuration not stated)	-1	-1	-3.6	-0.9	-1.2	-1	-0.1	0.3	-2.0	0.6	0
CN1CCN(C(=S)Nc2ccccc2Cl)CC1	-1	2	0.8	0.2	-1.2	6	0.0	-0.1	-0.5	-2.3	2
CC(NC(=O)c1ccco1)C(=O)OCc1cccc(C(F)(F)F)c1 (configuration not stated)	-2	2	-0.8	-0.3	-0.7	3	0.9	-0.5	-0.7	-1.1	13
COc1ccccc1CNC(=O)C1(C)CCN1C(=O)C1(c2ccccc2)CC1 (configuration not stated)	0	1	-0.7	nt	-0.9	1	-1.9	0.3	-1.6	0.0	-7
CN(C)C(=O)CCc1ccc2c3c([nH]c2c1)[C@]1(C)[C@@H](C(=O)N2CCCCC2)C[C@H](CC(=O)NCC24CC5CC(CC(C5)C2)C4)C(=O)N1CC3	-3	-2	0.7	-1.5	1.5	-1	6.7	0.5	-0.8	-0.7	-14
O=c1[nH]c(=S)[nH]c2c1C(c1ccc(Cl)cc1)OC(CCc1ccccc1)C2 (configuration not stated)	-2	-8	-2.8	nt	0.9	-3	6.9	-0.1	-0.4	nt	16
CCOc1ccc(S(=O)(=O)NC(C)C(=O)NCc2ccc3c(c2)OCO3)cc1 (configuration not stated)	-1	-2	-0.6	-0.1	-0.2	2	2.0	-0.8	-1.3	-0.4	-4
O=C(O)c1ccc(NS(=O)(=O)c2ccc3c(c2)C(=O)c2cc(S(=O)(=O)Nc4ccc(C(=O)O)cc4)ccc2-3)cc1	-5	14	-0.8	0.1	-0.8	7	-3.7	-0.1	-1.0	2.7	2
O=C(NC(=Nc1ccccc1)N1CCOCC1)Nc1ccccc1	-2	nt	-0.5	-0.6	0.4	nt	5.6	-0.5	-0.6	0.9	9
COc1ccc(OC)c(-n2c(-c3cccc(S(=O)(=O)N(C)C)c3)n[nH]c2=S)c1	-1	-1	-1.3	-0.8	0.5	-5	-1.7	0.3	-1.4	-0.6	8
COCCNc1nc(NCc2ccc(C)cc2C)c2sccc2n1	-7	0	-3.6	nt	-1.3	7	-2.0	-0.6	-1.6	-2.0	-8
COc1ccc2c(c1)S/C(=C\C(=O)c1ccncc1)N2C	6	0	1.2	1.8	0.6	-6	12*	0.1	-0.2	3.7	7
CCOc1ccccc1N1CCN(C(=O)c2c(-c3ccccc3Cl)noc2C)CC1	1	-4	0.7	-0.3	0.1	-11	3.3	0.4	-1.0	-1.7	7
O=C(Nc1ccc(F)cc1)C(c1cccc(F)c1)N1CCN(C(=O)c2ccco2)CC1 (configuration not stated)	2	5	0.3	nt	0.8	-1	-0.6	0.5	-1.1	nt	-1
O=C1c2ccccc2C(=O)N1CCCc1nc(-c2ccncc2)no1	-2	2	-1.4	-0.7	0.6	-2	0.2	-0.1	-1.8	2.0	1
COc1ccc(-n2c(-c3ccco3)n[nH]c2=S)cc1	0	5	0.7	0.2	0.3	1	0.4	0.1	-1.1	0.7	5
CCOc1ccccc1NC(=O)/C=C/C(N)=O	2	3	-0.9	-0.7	1.0	5	2.0	-0.2	-0.8	-0.6	4
Cc1ccc(N(CC(=O)NC2CCCCC2)C(=O)CNC(=O)c2ccco2)cc1F	-3	1	-3.8	0.1	-0.1	6	3.0	0.1	-1.0	0.0	2
Cc1ccc(NC(=O)Cn2c(C)csc2=O)cc1	3	4	-0.1	0.6	1.7	5	0.8	0.4	-1.0	3.0	11
Cn1cnc2c(cnn2-c2ccccc2)c1=O	0	-2	-1.2	-0.1	-0.2	0	0.8	-0.6	-0.6	3.4	3
COCCN1C(=O)CN(S(C)(=O)=O)CC1(C)C(=O)NCc1ccccc1 (configuration not stated)	-1	3	-1.9	nt	1.4	2	-3.7	0.4	-0.1	nt	0

Copied from the list:
Reading for COc1ccc(-n2c(-c3ccco3)n[nH]c2=S)cc1 under hgDAF-12 ag: 0.4
Reading for CCOc1ccccc1N1CCN(C(=O)c2c(-c3ccccc3Cl)noc2C)CC1 under SMARCA2 activ: 1
